# High-throughput results as filed in PubChem.
# Dicer processing: inhibitors of Dicer pre-microRNA processing, primary screen, biochemical, cat-ELCCA, chemiluminescence; actives 6% (n = 47,000); cat-ELCCA pre-miR-21 Dicer processing; hits give high values; z-score at 25 µM; Endoribonuclease Dicer (Homo sapiens), Q9UPY3; in the data active means z-score above about 3, passing the limit was not always enough;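 further: plate controls were vehicle for no effect and no enzyme for full effect; higher signal means more uncleaved substrate so more Dicer inhibition; strong numbers were not always called active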
# Target sequence (Q9UPY3 whole entry, looked up): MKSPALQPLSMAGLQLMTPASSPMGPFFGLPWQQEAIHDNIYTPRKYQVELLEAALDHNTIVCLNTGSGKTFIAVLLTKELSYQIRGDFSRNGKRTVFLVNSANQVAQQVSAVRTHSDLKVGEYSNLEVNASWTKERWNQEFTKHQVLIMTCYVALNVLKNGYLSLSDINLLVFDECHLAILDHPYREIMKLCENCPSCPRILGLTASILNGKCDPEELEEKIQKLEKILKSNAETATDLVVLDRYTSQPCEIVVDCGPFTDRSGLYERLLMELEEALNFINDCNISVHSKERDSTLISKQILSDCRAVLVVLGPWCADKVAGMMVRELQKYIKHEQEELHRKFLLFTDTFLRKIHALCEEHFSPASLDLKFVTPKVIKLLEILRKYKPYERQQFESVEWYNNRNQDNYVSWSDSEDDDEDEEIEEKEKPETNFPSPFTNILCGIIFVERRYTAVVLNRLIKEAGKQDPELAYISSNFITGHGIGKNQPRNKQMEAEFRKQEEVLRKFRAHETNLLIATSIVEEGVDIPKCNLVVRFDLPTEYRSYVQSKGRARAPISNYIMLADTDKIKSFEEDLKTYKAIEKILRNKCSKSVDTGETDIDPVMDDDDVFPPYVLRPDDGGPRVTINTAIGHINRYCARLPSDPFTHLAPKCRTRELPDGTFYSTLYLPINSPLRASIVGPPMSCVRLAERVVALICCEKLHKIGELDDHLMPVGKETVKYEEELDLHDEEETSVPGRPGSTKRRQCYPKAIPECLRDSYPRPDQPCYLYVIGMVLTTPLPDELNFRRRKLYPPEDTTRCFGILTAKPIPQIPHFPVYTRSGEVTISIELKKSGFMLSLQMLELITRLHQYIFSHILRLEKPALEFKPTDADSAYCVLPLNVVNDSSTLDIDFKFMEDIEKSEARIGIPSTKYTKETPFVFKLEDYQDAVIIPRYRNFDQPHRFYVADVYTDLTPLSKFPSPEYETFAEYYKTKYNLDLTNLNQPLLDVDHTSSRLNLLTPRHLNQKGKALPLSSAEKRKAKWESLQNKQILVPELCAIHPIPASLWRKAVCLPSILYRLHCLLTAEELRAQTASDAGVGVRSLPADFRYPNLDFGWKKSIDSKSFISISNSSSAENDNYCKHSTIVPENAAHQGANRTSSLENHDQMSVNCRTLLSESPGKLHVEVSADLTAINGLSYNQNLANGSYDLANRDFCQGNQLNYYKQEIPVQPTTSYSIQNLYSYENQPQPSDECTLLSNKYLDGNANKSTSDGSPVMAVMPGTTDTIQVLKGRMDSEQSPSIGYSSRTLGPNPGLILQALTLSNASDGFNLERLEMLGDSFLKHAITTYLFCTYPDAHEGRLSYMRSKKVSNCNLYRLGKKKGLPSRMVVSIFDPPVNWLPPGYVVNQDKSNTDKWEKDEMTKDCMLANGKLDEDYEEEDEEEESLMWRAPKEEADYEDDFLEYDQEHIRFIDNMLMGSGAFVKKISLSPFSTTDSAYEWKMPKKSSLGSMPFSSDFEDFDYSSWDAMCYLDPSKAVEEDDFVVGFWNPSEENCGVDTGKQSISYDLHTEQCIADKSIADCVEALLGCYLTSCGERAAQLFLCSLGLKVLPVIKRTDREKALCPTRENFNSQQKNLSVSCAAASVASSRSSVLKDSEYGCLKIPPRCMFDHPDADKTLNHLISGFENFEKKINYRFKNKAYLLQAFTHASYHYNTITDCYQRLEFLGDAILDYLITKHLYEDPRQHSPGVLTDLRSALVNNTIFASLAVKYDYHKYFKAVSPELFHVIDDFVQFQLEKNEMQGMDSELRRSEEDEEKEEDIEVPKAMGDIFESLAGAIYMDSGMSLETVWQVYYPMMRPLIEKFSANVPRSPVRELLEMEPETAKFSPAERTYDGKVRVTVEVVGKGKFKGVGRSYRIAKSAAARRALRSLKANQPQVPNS
# An asterisk follows results filed as active; & = joins results of further samples. Some of the compounds tested; rates above refer to the full screens.
# Start of the data: the first 2 compounds as a preview:
SMILES,Dicer processing
O=c1nc(/C=C/c2ccccc2Cl)cc(C(F)(F)F)[nH]1,1.9
S=C(NCCc1ccccc1)N/N=C/c1c(-c2ccc(Cl)cc2)[nH]c2ccccc12,3.7*

# All compounds of this part, repeating the preview:
SMILES,Dicer processing
O=c1nc(/C=C/c2ccccc2Cl)cc(C(F)(F)F)[nH]1,1.9
S=C(NCCc1ccccc1)N/N=C/c1c(-c2ccc(Cl)cc2)[nH]c2ccccc12,3.7*
Cc1cc(C)c(CN)cc1CN,-0.57
Cc1cc(NC(=O)C2Sc3nnc(C)n3NC2c2ccc(F)cc2)ccc1Br (stereo not drawn),-0.31
Fc1ccc(-c2cn3cc(Cc4ccc(Cl)cc4)sc3n2)cc1,0.71
Cc1ccc(N)c(C(=O)Nc2ccc(Cl)cc2)c1,5.1*
O=C(CN1C2=NCCCN2c2ccccc21)c1ccc(Cl)cc1,2.4
CC(=O)OC[C@H]1O[C@@H](OC(C)=O)[C@H](N2C(=O)c3ccccc3C2=O)[C@@H](OC(C)=O)[C@@H]1OC(C)=O,-0.02
O=C1NNC(c2ccccc2)=N/C1=C\c1ccccc1,-2.6
Cc1ccc(Cn2c(N)nc3ccccc32)cc1,0.35
COc1ccc(C(=O)/C=C/Sc2cc(Cl)ccc2Cl)cc1,-0.17
O=C1NC(c2ccccc2OCc2ccccc2)Nc2sc3c(c21)CCCC3 (stereo not drawn),4.3
Cc1nc2c(=O)n(-c3ccc(F)cc3F)nc(C)c2s1,3.2*
COC(=O)c1sc(SC)c(S(=O)(=O)C(C)C)c1Cl,0.05
CCOC(=O)c1cnc(SCC(=O)c2ccc(-c3ccccc3)cc2)nc1N,1.3

# Reprinted at random: seven records from the list.
SMILES,Dicer processing
Cc1cc(C)c(CN)cc1CN,-0.57
O=c1nc(/C=C/c2ccccc2Cl)cc(C(F)(F)F)[nH]1,1.9
CCOC(=O)c1cnc(SCC(=O)c2ccc(-c3ccccc3)cc2)nc1N,1.3
CC(=O)OC[C@H]1O[C@@H](OC(C)=O)[C@H](N2C(=O)c3ccccc3C2=O)[C@@H](OC(C)=O)[C@@H]1OC(C)=O,-0.02
COC(=O)c1sc(SC)c(S(=O)(=O)C(C)C)c1Cl,0.05
Fc1ccc(-c2cn3cc(Cc4ccc(Cl)cc4)sc3n2)cc1,0.71
Cc1nc2c(=O)n(-c3ccc(F)cc3F)nc(C)c2s1,3.2*

# New compounds follow.
SMILES,Dicer processing
O=C1C(=O)N(CCCn2ccnc2)C(c2ccccc2)/C1=C(\O)c1ccc(F)cc1 (stereo not drawn),-0.77
CCOc1ccc(S(=O)(=O)Nc2ccc3oc(C)c(C(=O)OC(C)C)c3c2)cc1,0.96
CCN1C(=O)C2(/C(=C(/O)c3ccc(C)c(F)c3)C(=O)C(=O)N2CC2CCCO2)c2ccccc21 (stereo not drawn),-2
OC(CN1CCCC1)Cn1c2ccc(Cl)cc2c2cc(Cl)ccc21 (stereo not drawn),0.68
CCn1c(SCC(=O)c2c[nH]c3ccccc23)nnc1-c1ccco1,3.4*
Nc1nc(/C(=C/CC(=O)O)C(=O)N[C@@H]2C(=O)N3C(C(=O)O)=CCS[C@H]23)cs1,-0.68
CCCS(=O)(=O)/C(C#N)=C/Nc1ccccn1,-0.32
C=CCOc1ccc(CNCCSc2nnnn2C)cc1OC,1.2
C=C(C)c1cccc(C(C)(C)NC(=O)N2CCC(C)CC2)c1,0.26
Cc1ccc2ccc(C(Nc3cccc(Cl)c3)c3ccccn3)c(O)c2n1 (stereo not drawn),-2.1
O=[N+]([O-])c1c(Nc2ccc(Br)cc2)n[nH]c1-c1nnco1,-0.65
CCOC(=O)c1ccc2[nH]c(-c3ccccc3)cc(=O)c2c1,0.93
CN(CCOc1ccc(CC2SC(=O)NC2=O)cc1)c1ccccn1 (stereo not drawn),-0.77
N#C/C(=C\Nc1ncccn1)C(=O)c1ccccc1Cl,-0.94
N#Cc1c(NCc2cccnc2)ccc([N+](=O)[O-])c1NCc1cccnc1,-0.51
O=C1CCC(=O)N1CN1CCC(CCCC2CCN(CN3C(=O)CCC3=O)CC2)CC1,2
CCOC(=O)n1c(=O)oc2cc(S(=O)(=O)Nc3ccc(C)cc3)ccc21,1.1
O=c1sc2ccccc2c(NCc2ccccc2)c1[N+](=O)[O-],4.4*
C[C@]12CC[C@@H]3c4ccc(O)cc4C[C@@H](CCCCCCCCCS(=O)CCCC(F)(F)C(F)(F)F)[C@H]3[C@@H]1CC[C@@H]2O (stereo partly drawn),-5.4&0.17
CCOC(=O)c1cnn(C(=O)Cc2ccsc2)c1N,-1.5
Cc1oc(S(=O)(=O)N2CCCCC2)cc1NC(=O)Nc1ccccc1,0.75
COc1cc(C(F)(F)F)nc2ccc(C)c(N)c12,2.5
CCn1nc(C)c(Br)c1C(=O)NNC(=O)c1ncc(C(F)(F)F)cc1Cl,-0.68
CCCSc1ccc2nc(NC(=O)CSc3nc(SC)ns3)[nH]c2c1,1.8
CCOCCOC(=O)C1=C(C)NC2=C(C(=O)CCC2)C1c1cccc(F)c1 (stereo not drawn),-0.59
CCOC(=O)[C@H](CCc1ccccc1)N[C@@H](C)C(=O)N1[C@H](C(=O)O)C[C@H]2CCCC[C@@H]21,-0.81
Cc1ccc2c(C(=O)O)cc(-c3cccc([N+](=O)[O-])c3)nc2c1,1.3
CN(C)c1ccc2c3c(cccc13)C(=O)N(c1nc3ccccc3n1C)C2=O,-0.55
CC(C)(C)c1ccc(CSc2nc(N)cc(=O)[nH]2)cc1,-0.07
CCOC(=O)C(=CNCCNc1ncccc1C(F)(F)F)C(=O)OCC,-0.27

# Among those listed so far, these contain a thiophene ring, fused or not.
SMILES,Dicer processing
O=C1NC(c2ccccc2OCc2ccccc2)Nc2sc3c(c21)CCCC3 (stereo not drawn),4.3
COC(=O)c1sc(SC)c(S(=O)(=O)C(C)C)c1Cl,0.05
CCOC(=O)c1cnn(C(=O)Cc2ccsc2)c1N,-1.5

# (next part)
SMILES,Dicer processing
c1ccc(COC(CNC2CCCCC2)CNC2CCCCC2)cc1,-1.2
COC(=O)c1cc(OC)c(OC)cc1N1C(=O)CCCC1=O,-1.5
Clc1ccc(Cn2c(-c3cncs3)nc3ccccc32)cc1,1.3
O=C1CC(Sc2ccccn2)C(=O)N1c1ccccc1 (stereo not drawn),-0.81
C/C(=N\OCc1cccc(C(=O)O)c1)c1ccc(Cl)c(Cl)c1,2.1
CCOC(=O)C1=C(C)NC2=C(C(=O)c3ccccc32)C1c1ccc(OCC(=O)O)c(Cl)c1 (stereo not drawn),-2.4
O=C1C(=O)N(CCCN2CCOCC2)C(c2ccc(F)cc2)/C1=C(\O)c1ccc(Cl)cc1 (stereo not drawn),-0.1
O=C(O/N=C(\Cn1nnc(N2CCOCC2)n1)c1ccc(Cl)cc1)c1ccc(Cl)cc1Cl,0.29
O=C(Nc1ccc2c(c1)OCO2)c1cnn2c1NC(c1ccco1)CC2C(F)(F)F (stereo not drawn),5*
CCOc1cc(C2C(C(=O)OC(C)C)=C(C)NC3=C2C(=O)CC(c2ccccc2)C3)ccc1O (stereo not drawn),11*
CC(C)=NNS(=O)(=O)c1ccc(C)cc1,-6
O=C(CSc1ncc(C(F)(F)F)cc1C(F)(F)F)Nc1cc(Cl)cc(Cl)c1,0.01
O=C(O)CCc1ccc(NCc2cccc(Oc3ccccc3)c2)cc1,1.2
Nc1ccccc1Sc1ncnc2scc(-c3ccccc3)c12,-3.5
Cc1nn(-c2ccccc2)cc1/C=N/n1c(-c2cccs2)n[nH]c1=S,-0.7
O=C1CC(N2CCN(c3cccc(Cl)c3)CC2)C(=O)N1c1cccc(Br)c1 (stereo not drawn),1.4
c1nc(NCc2ccc3c(c2)OCO3)c2[nH]cnc2n1,-2.5
COc1ccc(COC(=O)C2=C(C)NC3=C(C(=O)CC(C)(C)C3)C2c2ccc3c(c2)OCO3)cc1 (stereo not drawn),-0.07
C[C@]12CC[C@@H](O)CC1CCC1C2CC[C@](C)(C(=O)O)C1/C=C1/Nc2ccccc2C1=O (stereo partly drawn),1.5
N#C/C(=C\Nc1ccccn1)S(=O)(=O)c1ccc(Cl)cc1,-1.6
O=C(CN1C(=O)/C(=C\c2ccc(F)cc2)N=C1c1ccccc1)c1ccco1,3.8*
CCCC1=C(C(=O)OCC)C(c2ccccc2F)n2c(nc3ccccc32)N1 (stereo not drawn),0.12
O=C1NCCCCC1NS(=O)(=O)c1ccc(OC(F)(F)F)cc1 (stereo not drawn),1.1
COc1ccc(N2CCN(c3oc(COc4ccc(F)cc4)nc3C#N)CC2)cc1,-0.86
N#C/C(=C\c1ccc(OC(=O)c2cccs2)cc1)c1ccccn1,1.6
CC1=C/C(=C/N(C)c2ccccc2)C(=O)S1,-0.95
CCN1c2ccccc2-c2nc3ccccc3n2C1c1ccncc1 (stereo not drawn),0.91
O=C(NCc1cccnc1)c1ccc2c(c1)C1C3CCC(C3)C1C(c1ccccc1)N2 (stereo not drawn),-0.6
Nc1ncnc2c1ncn2C1CCCC1,0.18
O=C(O)CC(C(=O)O)c1c[nH]c2ccccc12 (stereo not drawn),0.21
N#C/C(=C\c1cccs1)c1csc2ccc(Cl)cc12,-2.1
CN1CC2CCC1C[C@H](NC(=O)c1ccccc1)C2 (stereo partly drawn),1
COc1cccc([C@H]2Nc3ccc(S(=O)(=O)Nc4ccccc4F)cc3C3C=CCC32)c1OC (stereo partly drawn),-0.56
CCN(CC)c1ccc(Nc2nc(-c3sc(NC(C)=O)nc3C)cs2)cc1,-1.9
CC(=O)Oc1cccc(N2C(=O)C3CC=C(C)CC3C2=O)c1 (stereo not drawn),-2.3
Cc1ccsc1C1Nc2nonc2NC2=C1C(=O)CC(C)(C)C2 (stereo not drawn),-1.7
Cc1nnc(N2C(=O)c3oc4ccccc4c(=O)c3C2c2ccco2)s1 (stereo not drawn),-0.86
NNC(=O)c1cc(Br)c[nH]1,0.24
Cc1[nH]c2ccccc2c1C(=O)CSc1nnc(C2CCCCC2)n1C,1.4
CC(C)c1ccc(S(=O)(=O)/N=C(\N)CSc2ccc(Cl)cc2)cc1,-0.68
O=C(CSc1ncccc1C(F)(F)F)c1cccc(C(F)(F)F)c1,1.7
COC(=O)c1scc(C)c1N(S(=O)(=O)c1ccc(C(F)(F)F)cc1)S(=O)(=O)c1ccc(C(F)(F)F)cc1,1.7
CCOc1cc(-c2cc(O)c3c(C)oc(C)c3c(=O)c2)ccc1O,0.83
CC1(C)COCCN1C(=O)c1ccc(Cl)cc1,-0.32
C=CCNC(=S)NNC(=O)c1cnn(-c2ccccc2)c1N,1.6
C/C=C(\C)c1nc2c(Br)cc(Br)cc2c(=O)o1,-1.7
CCC(=O)Oc1ccc2oc(-c3ccc(OC)cc3)cc(=O)c2c1,0.96
CCCC1C2C(=O)N(c3ccccc3)C(=O)C2ON1c1ccc(Cl)c(Cl)c1 (stereo not drawn),7.2*
Cc1ccc(OCC(O)CN2CCC(C)CC2)c(C)c1 (stereo not drawn),1.2
Cc1ccccc1C1CC(=O)c2cnc3c(-c4ccccc4)c(C)nn3c2C1 (stereo not drawn),-1
Cc1c(-c2cnc(NC(=O)c3ccccc3)s2)sc2ccc(Cl)cc12,-0.8
CCOC(=O)N1CCN(C(=O)COc2ccc(Cl)cc2Br)CC1,0.24
Clc1ccc(-c2nnnn2-c2ccc(Cl)cc2)cc1,-0.54
CCCN1C(=O)C2(/C(=C(/O)c3ccc(F)cc3)C(=O)C(=O)N2CC2CCCO2)c2ccccc21 (stereo not drawn),1.5
Oc1cccnc1NC(c1ccc(Cl)cc1)c1ccc2cccnc2c1O (stereo not drawn),3.6*
COC(=O)c1ccc(C(=O)OCc2nc3cc4ccccc4cc3[nH]2)cc1,0.61
COc1cc(NC(=O)Cn2cnc3c2c(=O)n(C)c(=O)n3C)c(OC)cc1Cl,-0.83
CSc1sc(-c2ccnc(SCC(=O)c3ccccc3)n2)c(-c2ccccc2)c1C#N,0.75
NN1CC(=O)N(c2ccccc2F)CC1=O,1.1
CC(C)(C)OC(=O)N1CCN(C(=O)c2ccc(Oc3cccnc3)o2)CC1,2.6

# The list continues.
SMILES,Dicer processing
Nc1ncc(C(=O)Nc2ccccc2F)c(C(F)(F)F)n1,0.68
CCOC(=O)N1CCc2c(sc(N)c2C(=O)c2ccc(OC)cc2)C1,-2
O=S(=O)(CCSCc1ccc(Cl)cc1)CCSCc1ccc(Cl)cc1,0.6
Cc1ccc(CN2C(=O)C(O)(c3c[nH]c4ccccc34)c3cc(Br)ccc32)cc1 (stereo not drawn),2.1
O=C(Nc1ccc2c(c1)OCCO2)Nc1nnc(C2CC2)s1,2.1
C=CCN1C(=O)C2(/C(=C(/O)c3ccc(F)cc3)C(=O)C(=O)N2CCCOC)c2ccccc21 (stereo not drawn),-0.04
CNC(=O)c1cccc2cccc(I)c12,-0.67
CCCc1c(C)c(C#N)c2nc3ccccc3n2c1NCCCN1CCOCC1,-1.7
CCOC(=O)c1c(-c2ccccc2)oc2ccc(OCC(=O)OC)cc12,-0.69
CN(C)/C=N/S(=O)(=O)c1ccc(Oc2c(Cl)cccc2[N+](=O)[O-])cc1,-0.03
N#CC1=C(N)OC2=C(COc3ccc(F)cc32)C1c1ccc(Cl)cc1 (stereo not drawn),1.2
CC1=C(C(=O)Nc2ccccc2)C(c2cccs2)C(C#N)=C(SCC(N)=O)N1 (stereo not drawn),1.4
CCN(CC)C(=O)C1Sc2nnc(-c3ccccc3)n2NC1c1ccccc1 (stereo not drawn),2.1
COc1ccccc1C1Nc2ccccc2-c2cc(C)nn21 (stereo not drawn),0.8
CCOC(=O)COc1nc(-c2cccs2)cc(C(F)(F)F)c1C#N,0.11
CSCCC(NS(=O)(=O)c1cc(C(F)(F)F)cc(C(F)(F)F)c1)C(=O)NNC(=O)c1ccc(Cl)cc1 (stereo not drawn),21
C=C1C[C@@]23CC[C@H]4[C@@](C)(CCC[C@@]4(C)C(=O)O)[C@@H]2CC[C@]1(O)C3,0.24
O=S1(=O)N=C(N2CCN(CCO)CC2)c2ccccc21,1.1
Cn1c2c(c(=O)n(C)c1=O)CN(CCCCN)CN2,-1.1
COc1ccc(Oc2c(Cl)cnn(-c3ccc([N+](=O)[O-])cc3)c2=O)cc1,-2.1
N#Cc1cccc(Nc2ncnc(N)n2)c1,1.2
O=S(=O)(Nc1cccc2ccccc12)c1cccs1,2.4
